ATXN viability – reduces viability in counter-screen for ATXN expression inhibitors. S2 cells (HEK-293 line with an ATXN2-luciferase reporter) viability, CellTiter-Fluor protease fluorescence, 24 h. Potency, µM (doses to about 56.7 µM), most hits filed as cytotoxic. hit rate 0.49% among 400,000; note: potency is the fitted concentration of half-maximal effect; nearly all actives have a fitted effect of over 40% in size
ATXN2 expr inh – reduces ATXN2 reporter expression in HEK-293 cells | HEK-293 ATXN2-luciferase reporter, luminescence, 24 h | Potency, µM (top dose mostly 57 µM), inactives show at the top dose activity change, negative = inhibition, usual class: inhibitors | hit rate 0.72% among 360,000 | AID 1745845; note: potency is the fitted concentration of half-maximal effect; % is set by controls: 0 for no effect and ±100 for the full control effect; nearly all actives have a fitted effect of over 55% in size
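qHTS (up to 57 uM final) was run with 24 h compound exposure of reporter cells at 37 °C. Each well was multiplexed: SteadyGlo luminescence measured ATXN2-luciferase expression after a fluorogenic Gly-Phe-AFC viability readout (25 uM final).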
MCF10A rerep – DNA re-replication induction in MCF 10a cells | MCF 10A DNA re-replication, Hoechst nuclear intensity, 48 h | Potency, µM (top dose mostly 46.1 µM), for inactives: at the highest dose activity, positive = re-replication, usual class: activators | hit rate 2.9% among 350,000; note: potency is the fitted concentration of half-maximal effect; % of control where 0% means no effect; nearly all actives have a fitted effect of over 50% in size
Nrf2 inh – blocks Nrf2 signaling. hit rate 2.1% among 360,000. AID 504444. A549 ARE-Fluc reporter, luciferase luminescence, 18-24 h. Potency, µM (top dose mostly 46 µM), without a hit: top-dose activity change, negative = inhibition, most hits filed as inhibitors; note: potency is the fitted concentration of half-maximal effect; % is set by controls: 0 for no effect and ±100 for the full control effect; nearly all actives have a fitted effect of over 60% in size
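Reporter: ARE-Fluc in A549. Exposure: 18-24 h, 37 °C, 5% CO2, 5% FBS OPTI-MEM. Readouts: fluorescent cytotoxicity (CellTiter-Fluor), then luminescent Nrf2 signal after BugLite.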
HepG2 viability – HepG2 cytotoxicity, counter-screen for TGF-b inhibitors | HepG2 CAGA-GFP viability, ATP luminescence, 18 h | Potency, µM (doses to about 46.1 µM), for the others: top-dose activity change, negative = cytotoxicity, most hits filed as cytotoxic | hit rate 0.76% among 410,000 | AID 588856; note: potency is the fitted concentration of half-maximal effect; some results filed as inactive show a strong effect at the top dose
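HepG2 CAGA-GFP cells (1000/well, DMEM with 1% FBS) received compound, then TGF-beta at 500 pg/mL final, and were incubated 18 hours at 37 degrees C. Viability was read by CellTiter-Glo luminescence. Media-only wells were set as complete cell-killing and DMSO as no toxicity.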
A549 tox – kills or reduces viability of A549 cells in Nrf2 counter-screen; Potency, µM (highest dose often 46 µM), for the others: at the highest dose activity change, negative = cytotoxicity, actives largely listed as inhibitors; A549 ARE-Fluc cells, CellTiter-Fluor viability, 18-24 h; AID 504648; hit rate 0.16% among 390,000; note: potency is the fitted concentration of half-maximal effect; % is set by controls: 0 for no effect and ±100 for the full control effect
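A549 ARE-Fluc cells in 5% FBS OPTI-MEM, 5000 cells/well, rested 2 h then exposed to compounds in concentration-response for 18-24 h at 37 °C. Viability by CellTiter-Fluor fluorescence (Ex 405/Em 525) after 30 min; luciferase luminescence (BugLite, 15 min, RT) read afterwards.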
TGFb inhibitor – blocks TGF-b signaling; HepG2 CAGA-GFP TGF-b/SMAD3 reporter, GFP fluorescence, 18 h; TGF-beta stimulated, 500 pg/mL final; Potency, µM (highest dose often 46.1 µM), for inactives: at the top dose activity, negative = inhibition, most hits filed as inhibitors; hit rate 1.2% among 410,000; AID 588855; note: potency is the fitted concentration of half-maximal effect; % is set by controls: 0 for no effect and ±100 for the full control effect; nearly all actives have a fitted effect of over 65% in size
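HEPG2 CAGA-GFP reporter cells (1000/well, DMEM with 1% FBS) received compounds, then recombinant TGF-beta at 500 pg/mL final for 18 hours at 37 degrees C. Per-cell GFP summed per well was normalised to unstimulated and stimulated DMSO controls before curve fitting.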
IL1B secr inh – blocks inflammasome-driven IL-1 beta release | hit rate 4.7% among 360,000 | activity change, % at 57.5 µM | THP-1 LPS/ATP IL-1B secretion, AlphaLISA, 16 h; hits give low values | AID 743279; in the data active = activity change below about -50%; inconclusive = mostly about -30% to -49%; note: % is set by controls: 0 for no effect and ±100 for the full control effect
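Secreted IL-1B measured by AlphaLISA bead assay after 16 h compound exposure of THP-1 cells; compounds (final up to 57.5 uM) added 1 h before LPS (250 ng/mL) and ATP (1.25 mM) stimulation; lower signal means less secretion.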
Nrf2 activator – activators of Nrf2 (ARE) signaling. hit rate 0.31% among 410,000. AID 624171. Potency, µM (top dose mostly 46.1 µM), for the others: top-dose activation, most hits filed as activators. AREc32 ARE-luciferase reporter (MCF7-derived line), luminescence, 24 h; note: potency is the fitted concentration of half-maximal effect; % of control where 0% means no effect; nearly all actives have a fitted effect of over 65% in size
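Steps: seed AREc32_Fluc cells (1000/well, 5% FBS OPTI-MEM); incubate overnight at 37 deg C; add 23 nL compound; incubate 24 hr; add Steady-Glo; hold 30 min RT; read luminescence.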
Numbers without * were called inactive; i = inactive; u = inconclusive; x = no result given; & = joins results of further samples; [ ] = another dose, or the depositor's remark. Unless noted, calls come from the whole dose curve; as a rule, active = well fitted curve in the direction sought with a large enough effect; inconclusive = small, poorly fitted or top-dose-only effect, or another doubt; inactive = no such curve, though single readings can be large; an effect the other way counts as inactive or inconclusive.

SMILES	ATXN viability	ATXN2 expr inh	MCF10A rerep	Nrf2 inh	HepG2 viability	A549 tox	TGFb inhibitor	IL1B secr inh	Nrf2 activator
COc1ccc(-c2nn(CC(=O)NCCc3ccccc3)c(=S)n2C)cc1	i	u	15%	u	12%	-21%	1%	-4	-0.8%
O=C(Nc1ccc2c(c1)OCCO2)C1CCN(C(=O)c2ccccc2)CC1	i	19%	-2%	u	-20%	-10%	-24%	-5	0.9%
O=C1C(c2ccccc2)=NCCN1C(c1ccc(F)cc1)c1nc2ccccc2[nH]1 (stereo not given)	i	18%	x	x	11%	x	-15%	11	5.3%
COC(=O)C(Cc1ccccc1)NC(=O)c1cc(=O)[nH]c2ccccc12 (stereo not given)	i	-1%	14%	20%	0%	5%	17%	-103*	0.8%
COc1ccc(Cl)cc1NC(=O)COC(=O)C1COc2ccccc2O1 (stereo not given)	i	3%	-2%	-4%	9%	1%	-2%	26	u
NC(=O)CSc1nnc(Cn2c(=O)sc3ccccc32)n1-c1cccc(Cl)c1	i	15%	-6%	-3%	-9%	7%	-17%	-7	0.1%
CC(C)Oc1snc(Cl)c1C(N)=O	i	-2%	1%	-20%	18%	-5%	22%	-2	-0.4%
CCCc1cnc2c(c1SCc1ccc(C(F)(F)F)cc1)c(=O)n(C)c(=O)n2C	i	2%	x	x	14%	11%	-1%	x	-1.6%
O=C(Nc1ccccn1)Nc1ccccc1Cl	i	x	-3%	u	-16%	-5%	-4%	4	u
Cc1nc(Cl)c(C(=O)NCc2ccccc2)c(C)c1[N+](=O)[O-]	i	2%	1%	-18%	4%	4%	15%	20	2.4%
COc1ccc(-c2csc(C(O)(c3ccccc3)C(F)(F)F)n2)cc1 (stereo not given)	u	u	x	x	-78%	x	u	28	1.2%
N#Cc1ccc(COc2cccc3cccnc23)cc1	i	43%[activator]	-7%	-2%	-8%	10%	-16%	-14	3.0%
CC1(c2nnnn2Cc2ccccc2)CCC(=O)N1Cc1ccco1 (stereo not given)	i	1%	x	x	x	x	x	0	0.0%
Cc1nn(-c2ccccc2)c(Cl)c1/C=N/NC(=O)c1[nH]ncc1Br	i	x	-5%	u	-72%	-4%	-23%	-21	3.4%
C=CCn1c(Cc2c[nH]c3ccccc23)n[nH]c1=S	i	16%	1%	-20%	-8%	-8%	u	33	1.7%
CCCCNC(=O)C(Cc1ccccc1)NS(=O)(=O)c1ccc2c(c1)c(=O)n(C)c(=O)n2C (stereo not given)	i	-12%&3%	16%	u	-14%&1%	1%&-9%	-27%&11%	22	-0.8%&-0.6%
CC(=O)c1cc2c(cc1NC(=O)C1CC=CCC1C(=O)O)OCO2 (stereo not given)	i	-5%	0%	4%	-4%	-1%	-1%	20	-0.6%
CC1=C(C(=O)OCc2ccccc2)C(c2cccc([N+](=O)[O-])c2)NC(=O)N1 (stereo not given)	u	x	2%	u	-5%	-12%	2%	-2	0.2%
O=C(NCCN1CCOCC1)C(=O)NCC1OCCN1S(=O)(=O)c1ccc(F)cc1 (stereo not given)	u	8%	0%	-2%	1%	-4%	-17%	17	-0.3%
CCOC(=O)C(=CNc1cc(C(F)(F)F)ccc1N1CCOCC1)C(=O)OCC	i	x	0%	-4%	-1%	6%	1%	-53*	-0.7%
Cn1c(SCc2nc3ccccc3[nH]2)nnc1-c1cnccn1	i	4%	0%	33%	5%	0%	0%	2	0.2%
CC(=O)N1N=C(c2ccc(Cl)cc2)OC12CCCC2	u	x	1%	8%	25%	u	1%	0	-0.3%
Cc1ccc(C(=O)c2cn(Cc3ccc(F)cc3)c3nc(C)ccc3c2=O)cc1	i	-12%	x	u	-37%	-4%	-7%	x	-0.3%
O=[N+]([O-])c1ccc(OCCN2CCCCCC2)cc1	i	-1%	0%	8%	22%	-2%	4%	-3	-0.7%
COc1cc([N+](=O)[O-])ccc1-c1ccc(/C=N\n2cnnc2)o1	i	x	-5%	u	3%	0%	26%	-13	-0.6%
CCOc1ccc(C(=O)NC2CC(=O)N(c3ccc4c(c3)OCCO4)C2)cc1 (stereo not given)	u	3%	3%	-2%	-13%	0%	-4%	11	-0.2%
Cc1ccc(F)c(S(=O)(=O)NC(=O)C2(C)CCN2C(=O)c2sccc2C)c1 (stereo not given)	i	10%	x	x	3%	x	13%	7	-0.5%
O=C(Nc1ccc(F)c(F)c1)c1ccc(-n2cncn2)c([N+](=O)[O-])c1	i	-29%	3%	10µM*	-8%	-15%	-9%	u	2.2%
CCCNC(=O)c1cn(CC)c2cc(N3CCN(C(=O)c4ccco4)CC3)c(F)cc2c1=O	i	x	-2%	-8%	-18%	-14%	-2%	-6	-0.4%
Cc1cccc(-n2cc3c(=O)n(C)c(=O)n(C)c3c2)c1	i	5%	-2%	-14%	-3%	-3%	-5%	6	5.5%

Looked up one by one from above, 3 records:
SMILES	ATXN viability	ATXN2 expr inh	MCF10A rerep	Nrf2 inh	HepG2 viability	A549 tox	TGFb inhibitor	IL1B secr inh	Nrf2 activator
Cc1ccc(C(=O)c2cn(Cc3ccc(F)cc3)c3nc(C)ccc3c2=O)cc1	i	-12%	x	u	-37%	-4%	-7%	x	-0.3%
Cn1c(SCc2nc3ccccc3[nH]2)nnc1-c1cnccn1	i	4%	0%	33%	5%	0%	0%	2	0.2%
CCCNC(=O)c1cn(CC)c2cc(N3CCN(C(=O)c4ccco4)CC3)c(F)cc2c1=O	i	x	-2%	-8%	-18%	-14%	-2%	-6	-0.4%

Following part
SMILES	ATXN viability	ATXN2 expr inh	MCF10A rerep	Nrf2 inh	HepG2 viability	A549 tox	TGFb inhibitor	IL1B secr inh	Nrf2 activator
Clc1cccc(Cl)c1-c1nnc2ccc(N3CCOCC3)nn12	i	-5%	16%	u	-10%	2%	-6%	-18	-0.6%
Cc1ccc(NC(=O)Nc2sc3nc4n(c(=O)c3c2C)CCC(C)CC4)c(Cl)c1 (stereo not given)	i	-6%	x	u	7%	0%	-10%	x	-1.2%
CCc1ccc(NC(=O)C(C)OC(=O)CC(NC(C)=O)c2ccccc2)cc1 (stereo not given)	i	-4%	0%	-10%	-15%	-19%	24%	-23	-0.7%
C/C(=N\NC(=O)c1csc(C)c1C)c1ccco1	i	-29%	1%	u	-22%	-5%	-7%	-16	-0.4%
Cc1cc(C)n2nc(NCc3ccccc3)nc2n1	x	x	1%	3%	1%	-3%	-12%	-23	-0.4%
Cc1ccc2c(c1)c1c(n2CC(O)Cn2c(C)nc3ccccc32)CCCC1 (stereo not given)	32µM*	u	u	-5%	-96%	1%	u	-11	-0.7%
COCc1cc(C)nc(OCC(=O)N/N=C/c2ccccc2O)c1C#N	i	-18%[11.3 µM]	8%	1%	6%	-3%	-4%	128	-0.9%
Cc1cc(Cl)ccc1OCC(=O)N1CCCN(C(=O)COc2ccc(Cl)cc2C)CC1	i	-29%	u	u	-14%	u	u	u	5.2%
COc1cccc(CNC(=O)C2CCN(S(=O)(=O)c3ccc(-n4cnnn4)cc3)CC2)c1	i	0%	-11%	5%	-4%	-6%	36%[activator]	-2	0.3%
COc1ccc(-c2sc(N)nc2-c2ccccc2)cc1	x	x	x	5%	-22%	4%	-6%	x	x
Cc1ccccc1CSCC(=O)N1CCN(c2ccccc2)CC1	i	5%	9%	7%	-6%	0%	-8%	-8	0.7%
CN(Cc1ccccc1)C(=O)CN(C)S(=O)(=O)c1ccc(F)cc1	i	20%	10%	-2%	-49%	-8%	-3%	14	-0.4%
COCCn1c(SCC(=O)N2CCCC(C)C2)nnc1-c1ccco1 (stereo not given)	u	6%	-1%	25%	7%	-15%	-1%	12	0.1%
COc1ccc(S(=O)(=O)N2CCN(C(=O)CNC(=O)c3ccc4c(c3)OCO4)CC2)cc1	i	-8%	-4%	16%	-24%	-9%	-5%	-11	-0.2%
CC(C)c1ccc(OCC(=O)NCc2n[nH]c(=O)c3ccccc23)cc1	i	2%	u	u	0%	-3%	6%	30	0.6%
CCOc1ccc(NC(=O)N2CCN(CC)CC2)cc1	i	4%	8%	8%	-4%	15%	1%	0	-0.1%
Cc1ccccc1Nc1nc(N)nc(CSc2nnnn2C)n1	i	-12%	u	10%	-2%	3%	2%	24	2.1%
O=C(CCCc1ccncc1)c1ccccc1	i	17%	13%	u	-7%	5%	u	17	0.3%
CCC(C)(C)NC(=O)C(c1ccc(OC)cc1)N(CC1CCCO1)C(=O)CCC(=O)Nc1cc(C)on1 (stereo not given)	i	1%	-2%	6%	1%	-3%	3%	-8	-0.4%
COC(=O)c1ccccc1NC(=S)N1CCN(C2CCCCC2)CC1	i	x	2%	10%	-13%	11%	-1%	0	-0.7%
COc1cccc(N2CCN(S(=O)(=O)c3cccc4cccnc34)CC2)c1	i	-26%	-15%	12%	-12%	7%	33%[activator]	-7	-0.4%[9.22 µM]
CCc1ccc2oc(C(=O)Nc3ccc(S(N)(=O)=O)cc3)c(C)c2c1	i	-3%	-19%	-1%	-4%	2%	-1%	-6	-0.3%
COc1ccc(C2Nc3ccccc3C(=O)N2Cc2ccco2)cc1CN1C(=O)c2ccccc2C1=O (stereo not given)	u	11%&3%	-9%	u	-2%&-23%&-21%	1%&0%&-4%	17%&-4%&4%	-7&-29	2.2%&0.7%
COc1cc(/C=N/Nc2nc(Nc3ccccc3)nc(-n3nc(C)cc3C)n2)cc(OC)c1OC	u	-21%	15µM*	u	-29%	-6%	u	-64*	-2.6%
COc1cc(NC(=O)NCCn2nnc3cc(S(=O)(=O)N(C)C)ccc32)cc(OC)c1	i	2%	x	x	-2%	1%	-2%	x	-1.2%
COc1ccc(C(CCN2CCN(c3ccccc3)CC2)c2c(O)cc(OC)cc2OC)cc1 (stereo not given)	i	1%	-11%	22%&10%	-13%&-5%	-9%&-11%	u	-7	6.1%

Screens: PubChem, National Center for Advancing Translational Sciences (NCATS)
